# Assay outcomes deposited in PubChem BioAssay by National Center for Advancing Translational Sciences (NCATS).
# RXFP1 antagonist: RXFP1 (human) relaxin receptor antagonism; HEK293-RXFP1, relaxin-stimulated cAMP HTRF, 30 min; hits give low values; activity change, negative = inhibition, % at 57.5 µM; Q9HBX9; 350,000 tested, 0.59% active;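 active = activity change of -60% or lower, but not beyond a set lower limit; inconclusive = change between -60% and -40%, or beyond the set limit; inactive = change above -40%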; also: % is scaled to controls: 0 for no effect and ±100 for the full control effect
# Target sequence (Q9HBX9 whole entry, looked up): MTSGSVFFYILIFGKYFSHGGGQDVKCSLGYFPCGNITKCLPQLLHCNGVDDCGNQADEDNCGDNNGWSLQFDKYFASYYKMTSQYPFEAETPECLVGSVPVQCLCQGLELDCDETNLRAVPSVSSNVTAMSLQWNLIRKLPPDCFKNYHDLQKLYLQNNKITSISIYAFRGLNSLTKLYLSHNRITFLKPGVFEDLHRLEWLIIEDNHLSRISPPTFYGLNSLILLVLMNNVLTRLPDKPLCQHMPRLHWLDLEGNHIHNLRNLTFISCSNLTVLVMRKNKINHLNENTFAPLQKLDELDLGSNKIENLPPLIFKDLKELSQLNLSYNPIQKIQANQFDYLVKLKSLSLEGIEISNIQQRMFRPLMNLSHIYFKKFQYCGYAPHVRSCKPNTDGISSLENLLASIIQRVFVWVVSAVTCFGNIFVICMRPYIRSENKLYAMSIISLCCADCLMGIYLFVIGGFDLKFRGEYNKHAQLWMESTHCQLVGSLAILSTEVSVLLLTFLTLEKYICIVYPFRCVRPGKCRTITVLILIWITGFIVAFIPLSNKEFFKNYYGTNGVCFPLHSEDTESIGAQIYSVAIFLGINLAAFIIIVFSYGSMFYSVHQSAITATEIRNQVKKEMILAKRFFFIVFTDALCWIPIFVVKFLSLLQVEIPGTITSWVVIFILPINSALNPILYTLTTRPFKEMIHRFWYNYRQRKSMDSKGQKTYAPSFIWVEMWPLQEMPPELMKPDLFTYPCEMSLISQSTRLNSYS
# TRHR PAM: allosteric enhancers of human TRH receptor; 360,000 tested, 0.66% active; enhancement, % at 2 µM; TRHR cells, fluo-8 calcium fluorescence, EC20 TRH enhancement; AID 493056; P34981; in the data active = enhancement above about 30%; also: 0% is about no effect
#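 Enhancer read-out: after compound pinning and an initial kinetic agonist-mode read, an EC20 of TRH (10 nM final) was injected and fluo-8 calcium signal (Ex 480/Em 530) followed at 1 s/cycle for 100 cycles in TRHR-expressing cells.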
# D1 PAM: potentiators of human D1 dopamine receptor; potentiation, % at 10 µM; AID 504651; P21728; 360,000 tested, 0.036% active; HEK293 TREx D1 cells, calcium flux, dopamine EC20 potentiation; in the data active = potentiation above about 30%; also: 0% is about no effect
# D2 agonist: D2 dopamine receptor (human) agonism; 340,000 tested, 0.53% active; activation, % at 2 µM; HEK293 T-REx D2 cells, calcium flux agonist mode;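 active = activation over 3 SD above normal in the single-dose calcium agonist read, cut at about 30% in these data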; also: 0% is about no effect
#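 Agonism is scored from calcium flux in a force-coupled, inducible HEK293 cell line expressing D2, read kinetically for 180 s after compound addition against dopamine controls.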
# D2 antagonist: antagonizes the human D2 dopamine receptor | 340,000 tested, 2% active | HEK293 TREx D2 cells, calcium flux, dopamine EC80 | inhibition, % at 10 µM; in the data active = inhibition above about 30%; also: 0% is about no effect
#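 Compounds are added to dye-loaded, induced HEK293 T-REx cells coupled to calcium release via D2; after a 3 min kinetic read an EC80 dopamine stimulus is given and fluorescence is recorded for 3 more min.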
# TRHR agonist: TRH receptor (human) agonism. 360,000 tested, 0.18% active. AID 493084. TRHR cells, calcium flux fluo-8, FDSS agonist mode. activation, % at 2 µM; also: 0% is about no effect
#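 TRHR-expressing cells loaded with fluo-8 calcium dye; 23 nL library compound pin-transferred, kinetic FDSS fluorescence (Ex 480/Em 530) recorded about 180 s for agonist-induced calcium release, before a 10 nM TRH EC20 addition for potentiator mode.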
# D1 antag: blocks dopamine activation of the human D1 receptor | P21728 | HEK293 TREx D1 cells, calcium flux, dopamine EC80; hits give low values | activity change, negative = inhibition, % at 10 µM | 360,000 tested, 3.2% active | AID 504652; in the data active = activity change below about -30%; also: % is scaled to controls: 0 for no effect and ±100 for the full control effect
#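 Tetracycline-induced HEK293 T-REx cells with force-coupled D1 receptor were loaded with a no-wash calcium dye. Compound was added after a 10 s baseline and read kinetically for 180 s; EC80 dopamine was then added and calcium flux followed another 180 s.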
# D2 PAM: D2 dopamine receptor (human) potentiation. HEK293 T-REx D2, calcium flux, EC20 dopamine potentiation. potentiation, % at 10 µM. 340,000 tested, 0.34% active. AID 485347;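 active = potentiation over 3 SD above the plate norm, cut at about 30% in these data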; also: 0% is about no effect
#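 Using a no-wash calcium dye in inducible, force-coupled HEK293 Trex cells expressing D2, we tracked fluorescence each second for 180 s after compound, then for 180 s after EC20 dopamine to detect augmented signalling.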
# D1 agonist: human D1 receptor agonism | P21728 | HEK293 T-REx D1 cells, calcium flux, agonist mode | AID 504660 | activation, % at 2 µM | 360,000 tested, 1% active; also: 0% is about no effect
#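 Inducible HEK293 T-REx D1 cells, force-coupled to calcium signalling, were plated at 4000 cells/well with tetracycline and held overnight at 30 C. After no-wash calcium dye loading, compound-evoked calcium rise over 180 s flagged agonists.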
# * hit, by the source's call; ? = inconclusive; / = not tested or not shown; & = joins results of further samples. Rule as the data show it, unless noted: active = activation above about 30%; inactive = the rest.
SMILES,RXFP1 antagonist,TRHR PAM,D1 PAM,D2 agonist,D2 antagonist,TRHR agonist,D1 antag,D2 PAM,D1 agonist
Cc1ccc(CNC(=O)C2CCN(S(=O)(=O)N3CCOCC3)CC2)cc1,-13,1,-8,0.4,19,0.4,10,-4,2
CCOC(=O)c1ccccc1NC(=O)CSc1nc(N)cc(=O)[nH]1,-14,14,0,0.5,-28,-1.2,-10,9,0
COc1ccc(-n2nc3c(c2NC(=O)CCCl)CSC3)cc1,-10,1,6,-1.4,-13,0.4,2,3,0
CN(C(=O)COC(=O)CNC(=O)c1ccc2ccccc2c1)c1c(N)n(Cc2ccccc2)c(=O)[nH]c1=O,-8,-1,-2,-0.6,-15,0.4,1,3,1
COc1ccc(C2=NO[C@@H]3C(=O)N(Cc4ccccc4)C(=O)[C@H]23)c(OC)c1,-26,0,-11,-2.5,-1,-2.2,0,5,4
Cn1c(SCC(=O)NCc2ccc(F)cc2)nc2c([nH]c3ccccc32)c1=O,/,0,3,-0.1,0,-0.2,-1,4,3
O=C(O)c1ccccc1NC(=O)C(Cc1ccccc1)N1C(=O)c2ccccc2C1=O (configuration not stated),4,7,-7,-1.7,-24,0.4,-14,7,2
CCN(CC)CCNC(=O)C(=O)NCC1OCCN1S(=O)(=O)c1ccc(Cl)cc1 (configuration not stated),-8,18,-2,0.5,-12,0.1,0,9,-2
COc1cc(OC)cc(C(=O)NCC2CCCN(Cc3cccc(C(C)=O)c3)C2)c1 (configuration not stated),0,1,-5,0.1,-8,-0.6,-6,-9,2
O=C(O)CC1(CC(=O)Nc2ccc(Br)cc2)CCCCC1,-8,3,-1,-7.0,2,-0.3,-18,-1,7
O=C(CSc1nncn1-c1ccccc1)Nc1ccc(F)cc1F,-2,3,-7,-0.5,-46,0.2,-2,-13,0
Cc1csc2c(=O)sc(NC(=O)c3cccs3)nc12,3,3,-3,-1.4,12,-0.7,-3,6,11
NC(=O)C1CCN(CC(O)CSc2ccc(F)cc2)CC1 (configuration not stated),-4,8,0,-2.2,-3,1.2,-9,-2,3
O=C(CN1CCc2ccccc2C1)Nc1ccc(F)cc1,2,-7,1,0.2,-6,-0.5,3,7,3
COc1cccc(/C=C(\C(=O)O)c2ccccc2)c1,-35,4,-1,-1.0,-15,0.2,6,5,2
CCN(CC)CCNc1ncnc2c1sc1nc(N3CCOCC3)c3c(c12)CCCC3,-5,-1,0,/,/,-0.6,16,/,0
Cc1nc2nc(SCc3c(F)cccc3Cl)nn2c(C)c1Cc1ccccc1,-17,-4,-2,-0.6,/,1.5,14,4,-1
CCOc1ccc(CCNS(=O)(=O)c2ccc3c(c2)NC(=O)CO3)cc1OCC,21,6,1,1.9,6,0.2,45,-4,1
CSc1nc(-c2ccco2)nn1C(=O)c1cccs1,-13,15,1,-3.0,22,-0.2,-1,-4,8
COc1cccc(C2C(C(=O)c3cc4cccc(OC)c4o3)=C(O)C(=O)N2c2cc(C)on2)c1OC (configuration not stated),3,-21,-1,0.6,1,-0.3,-2,/,3
Oc1ccc(N2CCN(C(c3ccccn3)c3nnnn3C3CCCC3)CC2)cc1 (configuration not stated),-6,1,-7,0.2,-5,0.3,-5,3,-1
Cc1ccc(-c2nc(CN3CCN(c4cnccn4)CC3)c(C)o2)o1,-11,0,0,4.6,-4,-0.8,11,11,0
CCOc1ccc(-n2cnc3c(=O)[nH]c(N)nc32)cc1,4,3,1,1.4,-5,-1.3,6,-2,5
COC1CCCN(C(=O)c2ccc3nc(Cc4cccc(Cl)c4)oc3c2)C1 (configuration not stated),-13,0,-3,-0.6,0,-1.2,1,19,4
FCCCOc1ccc(/C=N/OCc2ccc(Cl)cc2Cl)cc1,-9,-4,2,-0.4,9,0.2,8,-2,5

# The list continues:
SMILES,RXFP1 antagonist,TRHR PAM,D1 PAM,D2 agonist,D2 antagonist,TRHR agonist,D1 antag,D2 PAM,D1 agonist
Cc1nc(N2CCN(C)CC2)c2sc(=S)n(-c3ccccc3)c2n1,-13,2,1,2.2,-3,0.5,8,-2,1
Cc1c(O)ccc(C(=O)CN2CCN(c3ccccc3)CC2)c1O,?,13,-5,/,/,1.0,4,/,3
COc1ccc(-c2cc(C(F)(F)F)nc(-n3ccnc3)n2)cc1,9,-1,-2,0.7,11,0.5,3,/,1
Cc1ccc(NC(=O)CCc2ccc(C)o2)c(C)c1,-3,-3,0,-1.3,8,-1.1,30,6,32*
COC(=O)[C@@]12CCCN1[C@H](c1ccc(SC3CCCCC3)cc1)[C@H]1C(=O)N(C)C(=O)[C@H]12,/,1,0,0.4,1,0.2,-8,1,2
COc1ccccc1-n1c(=O)oc2ccc(Cl)cc2c1=O,1,-1,-1,1.1,0,0.0,-5,14,5
Cc1ccc2nc(SC(C)C(=O)NC3CCCc4ccccc43)[nH]c2c1 (configuration not stated),8,1,12,-1.6,9,-1.3,-25,-8,1
CC(C)Cc1nnc(NC(=O)CCC(=O)NCCc2ccccc2)s1,5,-1,3,-0.4,3,-0.3,-13,-2,3
CC1=CCC2C(=O)N(c3ccc(C)c(Br)c3)C(=O)C2C1 (configuration not stated),6,1,2,-0.7,21,-0.5,-2,0,-1
COc1ccc(CC(=O)OCC(=O)Nc2ccc(F)cc2)cc1,-14,7,-6,0.0,-13,-0.1,4,15,3
COc1ccccc1NC(=O)CNC(=O)c1ccccc1,4,5,11,-0.6,-4,-0.2,-25,-6,5
Cc1ccc(NS(=O)(=O)c2ccccc2F)cc1S(=O)(=O)N1CCCCCC1,-9,-7,-3,-0.8,4,0.2,-7,11,0
Cc1ccc(NC(=O)CCc2c(C)nn(-c3ccc(N4CCOCC4)nn3)c2C)c(C)c1,1,-4&0,-5&-5,-0.3&1.0,-6,-0.1&0.3,4&14,0&4,2&2
CCCC(CCC)=NNc1ccc(S(=O)(=O)Nc2ccccc2OC)cc1[N+](=O)[O-],1,14,-2,-0.5,1,0.0,-6,-2,2
O=C(Nc1ccc(Cl)cn1)C1CCCN1S(=O)(=O)c1ccccc1 (configuration not stated),-6,3,-1,0.5,4,0.3,-1,2,4
COc1cccc(N(CC(=O)NC2CCCCC2)C(=O)CCC(=O)Nc2nccs2)c1,8,9,/,-0.2,2,-0.2,4,1,2
CCn1c(Oc2ccc(F)cc2F)nc2c1c(=O)n(C)c(=O)n2C,/,-3,-3,-0.1,/,-0.7,-4,-6,-1
COc1ccc(Nc2nc(NCc3ccco3)nc(N/N=C/c3ccccc3Cl)n2)cc1,-3,6,-7,-0.7,-11,0.2,-2,9,4
COc1ccc(NC(=O)c2cc(F)cc(F)c2)cc1Cl,-8,-3,-7,-0.6,-13,0.4,4,0,-3
CCN(CC)S(=O)(=O)c1cccc(C(=O)N/N=C/c2ccc(N3CCOCC3)cc2)c1,-3,-22,-13,-0.3,21,-0.5,23,-14,0
CC1CC(C)CN(c2ncc3c(n2)CC(c2ccccc2)CC3=O)C1 (configuration not stated),-16,11,-2,0.4,-12,-1.4,21,8,1
COC(=O)C1=C(C)N(C)C(=O)NC1c1ccc(O)c(OC)c1 (configuration not stated),/,4,0,-0.1,7,-0.9,5,4,3
C/C(=N\Nc1ccccc1C)c1cccnc1,0,3,1,-1.0,-16,0.8,-7,11,3
Cc1nc(-c2ccc(F)cc2)c(CC(=O)N(C)CC(=O)Nc2ccccc2Br)s1,-1,9,-1,-0.7,-20,-0.1,-22,-5,0
COc1ccc(S(=O)(=O)N(C)c2ccc(C(=O)NCC3CCCO3)cc2)cc1OC (configuration not stated),2,10,-1,-1.2,-1,0.5,8,-2,4

# Whole records from above. Order of screens: RXFP1 antagonist	TRHR PAM	D1 PAM	D2 agonist	D2 antagonist	TRHR agonist	D1 antag	D2 PAM	D1 agonist
# Entry for COc1ccccc1-n1c(=O)oc2ccc(Cl)cc2c1=O → 1	-1	-1	1.1	0	0.0	-5	14	5
# Entry for COc1ccc(NC(=O)c2cc(F)cc(F)c2)cc1Cl → -8	-3	-7	-0.6	-13	0.4	4	0	-3
# Entry for Cc1ccc(NC(=O)CCc2ccc(C)o2)c(C)c1 → -3	-3	0	-1.3	8	-1.1	30	6	32*

# Continued:
SMILES,RXFP1 antagonist,TRHR PAM,D1 PAM,D2 agonist,D2 antagonist,TRHR agonist,D1 antag,D2 PAM,D1 agonist
CCOc1ccc(OCCC(=O)OC(C)C(=O)Nc2ccc(Cl)cn2)cc1 (configuration not stated),-6,2,-8,-0.7,-16,-1.2,-26,7,11
NC(=S)Nc1c(Cl)cccc1Cl,-4,6,0,0.3,-36,0.0,2,-3,5
COCCN(CCOC)S(=O)(=O)c1ccc(OC)cc1,-17,-1,-2,-2.2,-8,1.3,4,11,4
Cc1cc(N(CN2CCCC2=O)C(=O)c2ccc(F)cc2)no1,-15,-5,-1,0.4,12,-0.7,-18,8,-2
CCOC(=O)c1ccccc1OCc1cc(/C=N/NC(=O)c2cccnc2)ccc1OC,-16,-3,-16,5.0,7,-2.1,1,-11,2
NC(=O)C1CCN(CC(=O)Nc2ccc(S(=O)(=O)N3CCOCC3)cc2)CC1,-7,0,-9,3.6,0,0.1,14,/,0
Cc1ccc(C)c(CN2CCCN(Cc3cc(C)ccc3C)S2(=O)=O)c1,-5&-19,4&2,0&-3,0.4&0.2,3,-0.7&0.7,3&22,-3&-16,3&11
CCOc1ccc(N(C(C)C(=O)N/N=C(\C)C(C)(C)C)S(C)(=O)=O)cc1 (configuration not stated),/,3,-8,3.5,-11,0.0,-6,1,2
COc1cccc(NC(=O)CSc2nnc(Cc3ccc(C)cc3)c(=O)n2N)c1,4,2,-4,-0.5,1,0.1,-4,-2,2
Cc1cc(/C=N/NC(=O)C(O)(c2ccccc2)c2ccccc2)c(C)n1-c1cccc(C(=O)O)c1,-7,2,-5,0.4,-12,0.4,-31*,-10,2
COc1ccc(NC(=S)NCC2CCCO2)c(C)c1 (configuration not stated),-5,25,-4,1.7,3,0.3,8,15,4
CCn1c(SCC(=O)Nc2cccc(OC)c2)nc2ccccc2c1=O,4,-1,-1,1.3,6,0.4,6,3,8
O=C(CSC(=S)N1CCCC1)N1CCN(S(=O)(=O)c2cccc([N+](=O)[O-])c2)CC1,8,-11,-5,/,/,0.1,-33*,/,5
CCN1CCCC1CNC(=O)Cn1cnc2sc(C)c(S(=O)(=O)N3CCC(C)CC3)c2c1=O (configuration not stated),-7,-5,-9,0.1,-4,0.5,-1,-6,-2

# Some of these compounds in order of count of non-hydrogen atoms, low to high:
SMILES,RXFP1 antagonist,TRHR PAM,D1 PAM,D2 agonist,D2 antagonist,TRHR agonist,D1 antag,D2 PAM,D1 agonist
COc1ccc(NC(=S)NCC2CCCO2)c(C)c1 (configuration not stated),-5,25,-4,1.7,3,0.3,8,15,4
COCCN(CCOC)S(=O)(=O)c1ccc(OC)cc1,-17,-1,-2,-2.2,-8,1.3,4,11,4
Cc1cc(N(CN2CCCC2=O)C(=O)c2ccc(F)cc2)no1,-15,-5,-1,0.4,12,-0.7,-18,8,-2
CCOc1ccc(N(C(C)C(=O)N/N=C(\C)C(C)(C)C)S(C)(=O)=O)cc1 (configuration not stated),/,3,-8,3.5,-11,0.0,-6,1,2
NC(=O)C1CCN(CC(=O)Nc2ccc(S(=O)(=O)N3CCOCC3)cc2)CC1,-7,0,-9,3.6,0,0.1,14,/,0
